Bioassay records deposited in PubChem BioAssay by several laboratories.
Cdc42 wt GTP: human Cdc42 wildtype GTP binding change, either direction; GST-Cdc42 beads, Bodipy-GTP binding, flow cytometry; actives lie on both sides; P60953; percent activity (GTP binding), % at 10 µM; AID 761; actives 0.2% (n = 190,000);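 active means percent activity GTP binding at least 20 points away from the 100% baseline, either down as inhibitor or up as activator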;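 further: median bead fluorescence of bound Bodipy-FL-GTP at 100 nM; 0% = excess unlabeled GTP control and 100% = no compound control; below 100% means less GTP binding so inhibitor and above means activator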
GSH bead fluor: compound fluoresces at 488/530 nm on GSH beads; GSH beads flow cytometry, compound fluorescence 488/530 nm; stronger effect = higher value; actives 0.25% (n = 190,000); fluorescence (KMESF) at 10 µM; AID 1776; in the data active means fluorescence above about 89;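 further: glutathione beads carrying GST-tagged Bcl family fusion proteins plus one bare bead set; values are compound well signal with DMSO vehicle wells as background; inactives centre near 16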
Rac1 act GTP bind: human Rac1 activated mutant GTP binding change; GST-Rac1 activated beads, fluorescent GTP binding, flow cytometry; actives lie on both sides; 100% means binding = to untreated wells; percent activity (GTP binding), % at 10 µM; actives 0.11% (n = 190,000); AID 764;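 active means GTP binding at least 20 percentage points away from the 100% baseline, in either direction, so actives lie on both sides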
Avidin bead fluor: compound fluoresces at 488/530 nm on avidin beads; compound fluorescence 488/530 nm, flow cytometry; stronger effect = higher value; fluorescence (KMESF) at 10 µM; actives 0.38% (n = 220,000); in the data active means fluorescence above about 47; further: inactives centre near 10
Rab7 wt GTP bind: dog Rab7 wildtype GTP binding, inhibitors and activators | GST-Rab7 beads, fluorescent GTP binding, flow cytometry; actives lie on both sides; untreated = 100%, excess cold GTP = 0% | GTP binding activity (percent of control), % at 10 µM | actives 0.055% (n = 190,000) | AID 758;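 active means fluorescent GTP binding to Rab7 beads changed by at least 20 points from the 100% baseline, either direction, mostly lower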;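 further: median green fluorescence of bound Bodipy-FL-GTP per Rab7 bead population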
ABCB1 block: blocks JC-1 efflux by human ABCB1 transporter; actives 0.067% (n = 190,000); P08183; AID 1326; inhibition, % at 6.6 µM; CCRF-Adr cells, flow cytometry; in the data active means inhibition above about 40%;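 further: 0% = vehicle and 100% = reference inhibitor; higher value means more JC-1 retained so stronger ABCB1 efflux block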
Target sequence (P08183 whole entry, looked up): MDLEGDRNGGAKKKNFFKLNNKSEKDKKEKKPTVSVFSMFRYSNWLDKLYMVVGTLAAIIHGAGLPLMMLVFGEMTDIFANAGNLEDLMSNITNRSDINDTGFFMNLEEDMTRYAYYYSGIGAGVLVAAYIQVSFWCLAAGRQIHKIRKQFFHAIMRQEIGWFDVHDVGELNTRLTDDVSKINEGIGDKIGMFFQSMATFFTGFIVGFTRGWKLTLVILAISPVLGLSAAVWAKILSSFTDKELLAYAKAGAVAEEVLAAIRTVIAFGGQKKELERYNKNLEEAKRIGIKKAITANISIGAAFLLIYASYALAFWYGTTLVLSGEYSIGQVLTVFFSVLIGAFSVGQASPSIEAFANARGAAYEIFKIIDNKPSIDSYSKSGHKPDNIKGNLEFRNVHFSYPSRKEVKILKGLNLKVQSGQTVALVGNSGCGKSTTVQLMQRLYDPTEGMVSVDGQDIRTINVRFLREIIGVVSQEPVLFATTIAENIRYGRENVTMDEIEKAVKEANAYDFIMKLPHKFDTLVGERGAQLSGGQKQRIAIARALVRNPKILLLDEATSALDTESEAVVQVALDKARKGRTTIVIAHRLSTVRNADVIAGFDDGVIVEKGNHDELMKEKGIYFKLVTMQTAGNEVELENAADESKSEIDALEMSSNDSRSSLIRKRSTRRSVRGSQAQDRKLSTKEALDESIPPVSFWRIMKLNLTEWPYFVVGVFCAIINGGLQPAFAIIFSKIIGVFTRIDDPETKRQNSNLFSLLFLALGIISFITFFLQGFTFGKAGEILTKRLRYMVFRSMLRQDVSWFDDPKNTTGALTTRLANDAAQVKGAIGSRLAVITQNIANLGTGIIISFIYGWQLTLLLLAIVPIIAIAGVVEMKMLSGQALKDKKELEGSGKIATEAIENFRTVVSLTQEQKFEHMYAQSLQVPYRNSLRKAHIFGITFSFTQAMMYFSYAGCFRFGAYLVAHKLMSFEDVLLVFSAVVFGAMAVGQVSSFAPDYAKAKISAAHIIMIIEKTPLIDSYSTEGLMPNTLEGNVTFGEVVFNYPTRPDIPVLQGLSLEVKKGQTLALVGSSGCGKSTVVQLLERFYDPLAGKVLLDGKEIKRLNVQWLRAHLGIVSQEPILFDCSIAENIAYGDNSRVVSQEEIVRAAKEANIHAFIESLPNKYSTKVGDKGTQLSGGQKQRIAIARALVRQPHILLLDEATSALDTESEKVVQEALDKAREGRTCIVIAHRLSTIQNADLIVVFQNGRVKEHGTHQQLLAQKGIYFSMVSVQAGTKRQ
Rab2A wt mod: changes GTP binding to wildtype dog Rab2A, up or down. P61105. GST-Rab2 wt beads, Bodipy-GTP binding, flow cytometry. GTP binding activity, % at 10 µM. actives 0.19% (n = 190,000). AID 760;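 active means GTP binding activity at least 20 points away from 100%, either lowered or raised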;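 further: 0% = beads with excess unlabeled GTP and 100% = no-compound control corrected for plate trend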
ABCG2 block: blocks JC-1 efflux by human ABCG2 transporter; AID 1325; IgMXP3 cells, flow cytometry; actives 0.1% (n = 190,000); inhibition, % at 6.6 µM;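 active means inhibition above 80%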;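 further: 0% = DMSO and 100% = nicardipine control wells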
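System: two drug-resistant human cell lines, ABCG2 and ABCB1; controls: nicardipine high and DMSO low controls; times: 10 min exposure at 25 °C with rotation, no wash; detection: flow cytometry of retained JC-1 fluorescence; read-out basis: percent efflux inhibition, scaled nicardipine 100% to DMSO 0%; doses: one concentration, 6.6 µM final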
Pf gametocyte: P. falciparum stage V gametocyte viability inhibition | P. falciparum stage V gametocytes, ATP luminescence, 24 h | inhibition, % at 10.9 µM | actives 0.065% (n = 150,000) | AID 743093;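 active means inhibition above the mean plus 3 SD of compounds within the control limits, set per campaign, cut at about 38% in these data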;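 further: 0% = DMSO wells and 100% = medium only without gametocytes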
Rac1 wt GTP bind: human Rac1 wildtype GTP binding, inhibitors and activators | GST-Rac1 beads, fluorescent GTP binding, flow cytometry; actives lie on both sides; 0 = cold GTP competed, 100 = untreated | GTP binding activity (% of control), % at 10 µM | actives 0.27% (n = 190,000) | AID 757;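 active means GTP binding activity at least 20 points away from the 100% control level, either lower or higher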
HRas wt GTP bind: changes GTP binding to wildtype human HRas; GST-Ras wt beads, Bodipy-FL-GTP binding, flow cytometry; actives lie on both sides; AID 759; actives 0.14% (n = 190,000); GTP binding activity, % at 10 µM; P01112;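 active means GTP binding activity at least 20% away from the 100% baseline, either lowered as inhibitor or raised as activator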;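 further: 0% = unlabeled GTP competition control and 100% = no-compound control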
* = called active by the depositor; / = not tested or not shown.

SMILES	Cdc42 wt GTP	GSH bead fluor	Rac1 act GTP bind	Avidin bead fluor	Rab7 wt GTP bind	ABCB1 block	Rab2A wt mod	ABCG2 block	Pf gametocyte	Rac1 wt GTP bind	HRas wt GTP bind
Cc1c(Cl)cccc1Nc1nc(N)nc(CSC(=S)N2CCOCC2)n1	98	20	93	11	105	1.5	101	9	/	99	100
CC(=O)Nc1cc2c(cc1C(=O)c1ccc(C)cc1)OCCO2	101	44	96	12	99	-0.8	98	0	0	103	101
Cn1cnnc1Sc1ccc(CN2CCN(C3CCCC3)C(CCO)C2)o1 (stereo not drawn)	92	13	93	1	96	0.3	96	0	-22	93	93
O=C(O)COc1cccc2nsnc12	98	37	98	7	98	0.2	99	0	/	103	99
CC1(C)NC(=O)N(CCCCOc2ccc3c(c2)CCC3)C1=O	103	42	98	11	102	-0.1	98	5	-8	112	102
COc1ccccc1N(CC(O)Cn1c2ccccc2c2ccccc21)S(=O)(=O)c1ccccc1 (stereo not drawn)	94	15	97	3	97	3.9	95	9	-5	101	98
Cc1occc1-c1nnc(SCC(=O)NCc2ccco2)n1CC(C)C	104	23	102	33	100	0.6	102	1	8	102	101
CCCCn1cnc2sc(-c3ccccc3)cc2c1=O	99	17	93	33	93	1.2	95	7	/	95	98
COc1ccc(OCc2csc(N)n2)cc1	93	10	93	5	97	1.0	93	12	-10	102	96
S=C(NCCc1ccccc1)N/N=C/c1c(Cl)cccc1Cl	87	17	88	7	94	-0.9	87	-1	/	88	91
COc1ccc(-c2nc(N)sc2C2(O)C(=O)Nc3c(Br)cc(F)cc32)cc1OC (stereo not drawn)	97	17	95	11	95	0.5	96	1	17	95	96
COc1ccc(C(CNc2ccc(S(=O)(=O)N3CCCC3)cc2[N+](=O)[O-])N2CCCC2)cc1 (stereo not drawn)	99	9	99	8	92	0.7	97	2	/	104	96
N#CCCNCC1(c2ccccc2)CCCC1	99	24	98	8	97	0.3	98	2	5	98	98
CC(=O)Nc1sc(/C(C#N)=C\c2cccc(Cl)c2)nc1-c1ccc(C)cc1	97	13	95	11	95	24	99	38	-7	106	99
COc1cc(O)oc1C=Nc1ccc(Cl)cc1Cl	96	29	96	9	101	-0.3	98	2	-31	100	98
Cc1cc(N/N=C\c2ccccc2)nc(-c2ccccc2O)n1	100	9	103	9	101	/	102	/	/	108	100
O=C(NCc1ccncc1)Nc1ccc(Cl)cc1Cl	100	26	100	12	103	0.6	100	6	5	100	101
O=C(O)c1ccccc1NS(=O)(=O)c1ccc2c(c1)OCCO2	97	10	94	12	97	0.5	95	13	2	99	97
COc1ccc(-n2nnnc2SCC(=O)N2C(C)CCCC2C)c(OC)c1 (stereo not drawn)	98	36	95	7	98	1.5	99	3	/	97	100
O=C(NC1CCCCC1)C(c1ccco1)N(Cc1ccco1)C(=O)c1ccco1 (stereo not drawn)	100	13	98	33	98	0.5	98	0	/	100	64*
Cc1ccc2c(Cl)c(C(=O)Nc3ccc4c(c3)OCO4)sc2c1	100	14	101	14	101	-0.6	99	-3	-1	99	100
C/C(=N/NC(=O)c1ccccn1)c1ccco1	103	20	99	6	98	0.2	101	0	/	102	101
COc1ccc(CNCC(O)(c2ccccc2)c2ccccc2)cc1OC	96	11	97	11	104	9.5	99	8	-3	101	98
C=CCn1c(SCn2nnc3ccccc3c2=O)nnc1C1CCCCC1	104	30	100	13	99	0.7	102	2	7	106	103
O=C(CN1CCN(Cc2ccc(F)cc2Cl)C1=O)NCCc1ccccc1	100	14	99	5	98	0.5	98	1	/	106	98
CNC(=S)N1N=C(c2ccccc2)CC1c1ccccc1Cl (stereo not drawn)	96	16	98	4	97	0.0	96	1	8	99	96
OCCC1CN(Cc2ccccn2)CCN1C1CCCC1 (stereo not drawn)	99	10	96	4	106	-0.1	101	1	1	98	99
Cc1ccc(N(C(=O)c2ccc(S(=O)(=O)N3CCOCC3)cc2)C2C=CS(=O)(=O)C2)cc1 (stereo not drawn)	99	12	97	11	97	1.4	98	5	19	97	100
COC(=O)c1ccc(CN(c2ccccc2Cl)S(C)(=O)=O)cc1	95	16	96	13	95	0.9	97	19	-22	97	98
COC(=O)c1ccc2c(=O)n3c(nc2c1)SCC(c1ccccc1)=N3	98	24	95	7	98	0.2	98	0	/	99	96
CCCc1cc(=O)[nH]c(SCC(=O)c2cc(C)n(CC(F)(F)F)c2C)n1	96	13	94	11	101	1.0	96	4	10	95	97
Nc1ccc(Br)c2c1C(=O)c1ccccc1C2=O	91	14	91	34	93	-0.1	89	0	/	93	90
N#CSCC(=O)c1cccc2ccccc12	89	9	94	13	96	-1.1	94	-6	3	95	96
Cn1cc(CC(=O)NCCN2CCOCC2)c2ccccc21	102	21	96	6	105	0.6	103	2	19	101	99
COCc1[nH][nH]c(=O)c1C=Nc1ccccc1	100	9	99	8	97	-0.1	97	0	/	104	100
Cc1ccc(C)c(Nc2c(F)c(F)c(F)c(F)c2C(=O)O)c1	112	10	110	19	104	0.4	110	1	15	112	107
O=C(NC1=NCCS1)c1csc2ccccc12	101	11	101	8	98	0.1	101	0	/	103	102
CC(=O)Oc1oc(-c2ccccc2)nc1/C=N/c1ccccn1	90	34	90	10	96	0.4	93	4	17	93	96
Fc1cccc(Cl)c1/C=N/Nc1ccccn1	95	18	96	11	97	-0.1	97	0	-15	100	99
Cc1nc2sc(C(c3cccs3)N3CCN(Cc4ccccc4)CC3)c(O)n2n1 (stereo not drawn)	96	18	95	7	104	0.5	97	0	/	98	96
COc1ccc(Cc2n[nH]c(=S)o2)cc1	91	12	92	7	104	0.0	95	-1	-14	95	95
O=c1[nH]c(CSc2nnc(-c3ccccc3)n2-c2ccccc2)nc2ccccc12	97	24	97	5	100	3.6	97	15	/	104	100
Cc1ccc(C)c(NC(=O)C(Sc2nnc(-c3cccs3)o2)c2ccccc2)c1 (stereo not drawn)	104	11	97	16	99	-0.2	99	-5	1	102	101
CCCCC(=O)NC(c1ccco1)c1cc(Cl)c2cccnc2c1O (stereo not drawn)	99	10	95	23	104	0.9	99	6	-53	98	98
N/C(=N\O)C1COc2ccccc2O1 (stereo not drawn)	100	19	98	16	96	0.3	97	1	-1	96	99
Cc1c(C2Nc3ccccc3C(=O)N2O)cnn1C (stereo not drawn)	95	17	93	6	97	0.0	96	0	/	100	96
COc1ccc(C(=O)OCc2cc3cccc(C)c3[nH]c2=O)cc1	105	19	98	6	106	-0.1	104	0	/	108	105
Cc1cc(SCC(=O)OC/C(O)=C(\C#N)c2nc3ccccc3[nH]2)c(C)cc1Br	96	22	91	10	105	0.2	95	6	27	99	95
COc1cc(S(=O)(=O)N2CCOCC2)ccc1NC(=O)COC(=O)C12CC3CC(CC(C3)C1)C2	84	32	86	12	90	1.0	87	10	/	84	90
Cc1nc2sc(C(c3ccc(F)cc3)N3CCOCC3)c(O)n2n1 (stereo not drawn)	98	13	98	9	104	-0.1	101	0	/	99	101
COc1ccc(/C=C/C(=O)O)cc1S(=O)(=O)NC1CCS(=O)(=O)C1 (stereo not drawn)	96	12	98	21	105	0.5	100	1	9	104	100
O=C(NCC(c1cccs1)N1CCOCC1)c1ccc(Br)o1 (stereo not drawn)	102	10	98	7	100	0.6	99	3	/	101	100
CCOC(=O)c1cnc(SC)nc1Sc1ccccc1Cl	98	11	97	19	100	0.7	99	3	7	97	102
COc1cccc(C(=O)NCC(=O)NNc2ncnc(N)c2[N+](=O)[O-])c1	96	19	97	7	105	0.2	95	5	-14	99	98
CC(C)NC(=O)c1ccccc1NC(=O)CS(=O)(=O)Cc1ccccc1	105	48	101	11	106	0.0	104	2	/	110	103
CCCCCn1c(CNC(=O)CC)nc2ccccc21	103	18	100	7	103	-0.9	102	-1	/	107	101
CCN(CC)/C(Sc1ccccc1)=C(/C(Cl)=C(Cl)Cl)[N+](=O)[O-]	101	12	98	13	97	-1.9	103	-1	-7	105	102
CCCCOC(=O)c1ccc(OC(=O)c2cccnc2)cc1	101	22	94	21	95	1.5	96	10	/	98	97
Clc1cccc(NCc2nnc(SCc3ccccc3)o2)c1	96	57	96	7	99	0.7	99	3	/	99	99
Clc1ccc(OCCCn2ccnc2)c(Br)c1	103	16	102	5	108	0.4	104	2	-18	105	104

Look-ups from the results shown:
`Cc1ccc(C)c(NC(=O)C(Sc2nnc(-c3cccs3)o2)c2ccccc2)c1` (stereo not drawn) in ABCG2 block reads -5
`N/C(=N\O)C1COc2ccccc2O1` (stereo not drawn) in Rab2A wt mod reads 97
`COc1ccc(Cc2n[nH]c(=S)o2)cc1` in Avidin bead fluor reads 7

Additional results follow:
SMILES	Cdc42 wt GTP	GSH bead fluor	Rac1 act GTP bind	Avidin bead fluor	Rab7 wt GTP bind	ABCB1 block	Rab2A wt mod	ABCG2 block	Pf gametocyte	Rac1 wt GTP bind	HRas wt GTP bind
CC(=O)N[C@@H](C)C(=O)OC(C)C(=O)Nc1cccc([N+](=O)[O-])c1 (stereo partly drawn)	96	7	94	25	96	0.2	96	2	18	97	94
FC(F)(F)c1ccccc1NC(=S)Nc1cccc(Cl)c1	100	19	94	10	95	-0.1	98	0	-27	104	99
COc1cc2c(cc1OC)CN(C(=O)COc1ccc(C)c(C)c1)CC2	105	42	99	10	105	-0.4	103	17	/	111	103
S=C1NCCOCCNC(=S)NCCOCCOCCN1	103	8	101	9	104	0.0	102	0	-6	105	105
O=[N+]([O-])c1ccc(CNC2CCCc3ccccc32)cc1 (stereo not drawn)	98	17	95	10	97	0.3	95	1	/	98	98
CCOC(=O)c1c(-c2ccccc2)nnn1-c1nc(OC)nc(N2CCOCC2)n1	101	14	101	3	100	0.1	101	0	/	103	100
Clc1ccc(SCc2cc(N3CCOCC3)nc(-c3ccccn3)n2)cc1	98	15	96	8	89	1.0	97	29	0	95	98
CC1(C)CC(=O)c2sc(NS(=O)(=O)c3ccccc3)nc2C1	96	10	92	11	102	2.6	96	6	4	96	96
CCc1ccccc1NC(=O)/C(C#N)=C/c1ccc(Sc2ccccc2)o1	100	5	97	10	99	2.1	94	57	2	102	98

Four consecutive records already listed, quoted:
SMILES	Cdc42 wt GTP	GSH bead fluor	Rac1 act GTP bind	Avidin bead fluor	Rab7 wt GTP bind	ABCB1 block	Rab2A wt mod	ABCG2 block	Pf gametocyte	Rac1 wt GTP bind	HRas wt GTP bind
COc1ccc(C(=O)OCc2cc3cccc(C)c3[nH]c2=O)cc1	105	19	98	6	106	-0.1	104	0	/	108	105
Cc1cc(SCC(=O)OC/C(O)=C(\C#N)c2nc3ccccc3[nH]2)c(C)cc1Br	96	22	91	10	105	0.2	95	6	27	99	95
COc1cc(S(=O)(=O)N2CCOCC2)ccc1NC(=O)COC(=O)C12CC3CC(CC(C3)C1)C2	84	32	86	12	90	1.0	87	10	/	84	90
Cc1nc2sc(C(c3ccc(F)cc3)N3CCOCC3)c(O)n2n1 (stereo not drawn)	98	13	98	9	104	-0.1	101	0	/	99	101
